Cycloheximide cs: affects cycloheximide protein synthesis inhibition readout, counter-screen | cell reporter, cycloheximide protein synthesis inhibition counterscreen | max response, % | actives 12% (n = 300,000); in the data active means max response mostly above about 13%, no sharp cut-off; inactive means mostly below about 14%; further: read at 38.3 µM for the half of the compounds with a filed dose; 0% is about no effect
Pf growth 96h: P. falciparum growth inhibition at 96 hours; actives 6.9% (n = 320,000); P. falciparum luciferase reporter growth, 96 h; Potency, µM (series often up to 28.7 µM), without a hit: top-dose activity change, negative = inhibition, most hits filed as inhibitors; further: potency means the concentration at half of the fitted maximal effect; on the % scale 0 is the no-effect control and ±100 the full control effect
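P. falciparum expressing integrated firefly luciferase, in erythrocytes at 2% hematocrit, 0.05% parasitemia, incubated with compounds 96 h at 37 C, 5% CO2. Growth inhibition read as loss of luminescence; two-generation exposure targets delayed-death apicoplast inhibitors.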
Shiga toxin inh: Shiga toxin inhibition; inhibition, % at 38.7 µM; Vero cells, Shiga toxin protein synthesis inhibition reporter; actives 9.2% (n = 290,000); in the data active means inhibition mostly above about 28%, no sharp cut-off; inactive means mostly below about 43%; further: 0% is about no effect
Pf growth 48h: inhibits P. falciparum growth in the first generation, 48 h | P. falciparum luciferase growth in erythrocytes, 48 h | Potency, µM (top dose mostly 28.7 µM), for the others: at the top dose activity change, negative = inhibition, usual class: inhibitors | actives 5.9% (n = 310,000); further: potency means the concentration at half of the fitted maximal effect; on the % scale 0 is the no-effect control and ±100 the full control effect
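Luminescence readout; reporter = integrated firefly luciferase in P. falciparum. RBC culture at 2% hematocrit, 0.1% parasitemia final, 37 C/5% CO2; decreased signal taken as growth inhibition.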
FBPA Giardia inh: Giardia lamblia aldolase inhibition; purified Giardia FBPA; Potency, µM (highest dose often 59.6 µM), for the others: at the highest dose activity, negative = inhibition, usual class: inhibitors; actives 0.71% (n = 290,000); AID 2451; further: potency means the concentration at half of the fitted maximal effect; on the % scale 0 is the no-effect control and ±100 the full control effect; nearly all actives have a fitted effect of over 55% in size
Target sequence (A8B2U2 whole entry, looked up): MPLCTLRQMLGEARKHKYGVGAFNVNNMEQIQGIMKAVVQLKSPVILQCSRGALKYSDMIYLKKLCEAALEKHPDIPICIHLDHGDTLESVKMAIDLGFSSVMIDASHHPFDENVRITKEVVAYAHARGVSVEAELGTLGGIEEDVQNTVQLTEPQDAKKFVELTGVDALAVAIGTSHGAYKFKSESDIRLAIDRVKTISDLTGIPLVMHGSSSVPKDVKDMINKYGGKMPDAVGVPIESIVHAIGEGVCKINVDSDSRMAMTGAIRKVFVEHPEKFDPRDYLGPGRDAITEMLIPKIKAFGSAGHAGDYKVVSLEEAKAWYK
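40 nM FBPA preincubated 10 min at RT with compound (up to 57.5 uM final), then substrate plus GAPDH/TPI/NAD/arsenate coupling and diaphorase/resazurin added. Fluorescence read after 20 min at RT, 525/598 nm.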
HCV inhibitor: HCV inhibition. Huh7.5.1 HCVcc-Cre infection, luciferase reporter, 44 h. Potency, µM (doses to about 41.8 µM), inactives show at the highest dose activity change, negative = inhibition, most hits filed as inhibitors. actives 3.4% (n = 340,000). AID 651820; further: potency means the concentration at half of the fitted maximal effect; on the % scale 0 is the no-effect control and ±100 the full control effect
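Compounds are dispensed onto cells plated 4 h earlier at 1,000 per well, with HCVcc-Cre virus (about 0.5 moi) added next. Following 44 h of culture, luminescent signal is measured for 15 sec after 15 min with substrate at room temperature.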
* = called active by the depositor; ? = inconclusive; . = no result given; [ ] = another dose, or the depositor's remark. Unless noted, the call rests on the fitted dose curve; in most records, active means well fitted curve in the direction sought with a large enough effect; inconclusive means small, poorly fitted or top-dose-only effect, or another doubt; inactive means no such curve, though single readings can be large; an effect the other way counts as inactive or inconclusive. Rows were taken by chance, and some 24% of all compounds hit somewhere here.

cpd	canonical_smiles	Cycloheximide cs	Pf growth 96h	Shiga toxin inh	Pf growth 48h	FBPA Giardia inh	HCV inhibitor
1	CC(C)NC(=O)CSc1nc(-c2cccs2)cc(-c2ccccc2)c1C#N	-5	-4%	-9	12%	-1%	?
2	FC(F)(F)c1ccc(-c2n[nH]c(=S)o2)nc1	-2	-19%	-7	-12%	?	1%
3	CCN(CC)S(=O)(=O)c1ccc(O)c(NC(=O)c2cc(-c3cc(OC)c(OC)c(OC)c3)nc3ccccc23)c1	4	1.2µM*	-1	?	2%	?
4	CCCC1CCC(C(=O)Nn2cnc3ccccc3c2=O)CC1 (stereo unspecified)	11	2.1µM*	21	-18%	1%	12%
5	O=C(Nc1cccc(S(=O)(=O)N2CCOCC2)c1)c1cccc(S(=O)(=O)N2CCCCC2)c1	.	?	.	?	.	-17%
6	CCOC(=O)C1=C(COC(=O)CCOc2cccc(C)c2)NC(=O)NC1C (stereo unspecified)	.	21%	.	8%	.	16%
7	O=C(Nc1nnc(SCc2ccccc2)s1)c1cccc([N+](=O)[O-])c1	5	-2%	11	10%	?	18%
8	COCCCNC(=S)N(CCCO)Cc1cc2cc3c(cc2[nH]c1=O)OCCO3	-2	-5%	-7	0%	-14%	19%
9	COc1ccccc1NC(=O)c1cc(S(=O)(=O)NCc2ccccc2)ccc1F	-1	5.2µM*	-7	?	2%	?
10	CCCN(C(=O)c1ccccc1Cc1ccccc1)C1CCS(=O)(=O)C1 (stereo unspecified)	.	?	.	?	.	-7%
11	C=CCNC1=C(Cl)C(=O)N(c2cccc(Cl)c2Cl)C1=O	-4	18%	-4	2%	0%	9%
12	CCOC(=O)c1ccc(N2CCN(c3cc(C)ccc3C)CC2)c(N)c1	9	33%[activator]	11	.	6%	-5%
13	CSCCC1NC(=O)N(CC(=O)Nc2c(Cl)cc(Cl)cc2Cl)C1=O (stereo unspecified)	-4	8%	-3	7%	5%	19%
14	CCOc1ccc(/C=C/C(=O)NC2CCCCC2)cc1	18*	?	.	21%	4%	13%
15	O=C1c2ccsc2SCCN1Cc1cccc(F)c1	-4	31%[activator]	-5	.	6%	21%
16	O=C1N=C(N2CCCCC2)SC1=C1CCCCC1	33*	.	114*	93%[activator]	1%	-16%
17	O=C(N/N=C/C=C\c1ccccc1[N+](=O)[O-])c1cccs1	12	2.9µM*	12	17%	-11%	?
18	Cc1nc2sccc2c(=O)n1-c1ccccc1Cl	-3	?	4	-5%	-4%	-14%
19	O=c1c(C=NCCCO)c(-c2ccccc2)[nH]n1-c1nc2ccccc2s1	28*	26%	39*	6%	-1%	-8%
20	Nc1c(C(=O)NCc2cccnc2)sc(=S)n1-c1ccccc1	-1	8%	-14	.	-21%	18%
21	CC(=O)c1ccc(N2CCN(C(=O)c3nn(C)c4c3CS(=O)(=O)c3ccccc3-4)CC2)cc1	-6	?	-9	?	4%	?
22	COc1ccc(Br)cc1C1CC(=O)C(C)C(c2cc(Br)ccc2OC)N1 (stereo unspecified)	3	16%	-2	?	8%	-29%
23	CCn1nc(C)c(/C=N/NC(=O)Cc2ccc(Cl)cc2)c1C	28*	2%	81*	28%	0%	?
24	COc1ccc(CNC(=O)C(C)OC(=O)CN2C(=O)COc3ccccc32)cc1 (stereo unspecified)	-6	-3%	-3	6%	9%	6%
25	Cc1ccc(SCCC(=O)OCC(=O)Nc2ccc(C(N)=O)cc2)cc1	.	?	.	-12%	.	13%
26	Cc1ccc(Nc2nc(N)nc(CN3CCCCCC3)n2)cc1	-1	.	10	-8%	-2%	-13%
27	CC(C)C[C@H]1CN=C(Nc2ccccc2)N1CC1CCCCCC1	.	10µM*	.	?	.	?
28	O=C1CSC(=S)N1/N=C/c1ccc(O)c([N+](=O)[O-])c1	3	-9%	35	?	?	-16%
29	O=C(CCc1ccccc1)NC(=S)Nc1ccc(S(=O)(=O)N2CCOCC2)cc1	-4	-24%	-12	-11%	0%	-28%
30	COc1cc2c(cc1NC(=O)C(C)NCc1ccccc1)oc1ccccc12 (stereo unspecified)	64*	?	76*	?	-6%	?
31	Cc1cc2c(cc1S(=O)(=O)N(C)c1ccccc1)NC(=O)CO2	-5	60%	-27	-19%	-17%	-5%
32	Cc1ccc(-c2csc(/C(C#N)=C/Nc3ccccc3SC(F)(F)F)n2)cc1	2	498%[activator]	-1	10%	-3%	2%
33	CCN(CC)c1ccc(C2N(C(=O)N3CCOCC3)CCN2S(=O)(=O)c2ccc(C)cc2)cc1 (stereo unspecified)	-2	.	7	?	-8%	-11%
34	Cc1nn(-c2ccccc2)c(CC(C)(C)C(=O)O)c1C(=O)O	-4	.	-11	15%	0%	2%
35	COc1cccc(Nc2nc(N)c([N+](=O)[O-])c(N3CCOCC3)n2)c1	0	15µM*	4	?	3%	-11%
36	COCCN(C(=O)CC1CCCCC1)c1c(N)n(CC(C)C)c(=O)[nH]c1=O	.	-20%	.	-16%	.	3%
37	Cc1ccc(NC(=O)N2CCC(=O)N2)cc1	37*	48%[activator]	77*	26%	-9%	13%
38	O=C(O)/C=C/C(=O)Nc1ccccc1-c1ccccc1	4	149%[activator]	-10	-2%	14%	17%
39	COC(=O)C(C)(C)ONC(=O)Nc1ccc(Br)cc1	23	51%[activator]	28	19%	7%	-1%
40	CC(C)CCNC(=O)C(=O)NCC1OCCCN1S(=O)(=O)c1cccs1 (stereo unspecified)	1	?	-11	?	.	13%
41	COc1cc(CCNC(=O)c2cnn3ccccc23)cc(OC)c1OC	-6	?	-9	.	1%	-15%
42	CCOC(=O)c1cc(C)n(CCc2ccccc2)c1C	22*	84%[activator]	27	?	1%	?
43	C/C(=N\NC(=O)c1c(Cl)c(C)nn1C)c1ccc(NC(=O)c2ccncc2)cc1	12*	?	26	?	0%	?
44	COc1ccc(NC(=O)C2(c3ccc(NC(=O)c4ccc(C)cc4)cc3)CCCC2)cc1	2	34%[activator]	-12	-2%	3%	0%
45	CCOC(=O)/C(C)=N/Nc1nc(-c2ccc(NC(C)=O)cc2)cs1	18*	10µM*	17	?	?	?
46	CCOC(=S)SCc1cn2ccc(C)cc2n1	34*	?	12	-17%	?	5%
47	C=CCNC(=O)C(=O)NCCCN1CCOCC1	4	47%[activator]	-1	3%	1%	18%
48	COC(=O)c1ccc(NC(=O)C(=O)N2CCCC2)cc1	38	.	76*	179%[activator]	1%	4%
49	CC(C)[C@@H]1NC(=O)c2cc([N+](=O)[O-])cc(I)c2NCCC[C@@H](C(=O)NC(CC(=O)O)C(N)=O)NC(=O)[C@H](CO)NC1=O (stereo partly specified)	-1	-2%	-16	20%	4%	6%
50	COc1cc(NS(=O)(=O)c2ccc(Nc3nc(-c4ccccn4)cs3)cc2)nc(OC)n1	-3	-6%	10	10%	22%	9%
51	COc1ccc(CN(C2CCCC2)S(=O)(=O)c2ccc(-n3cnnn3)cc2)cc1OC	-2	?	-11	?	1%	?
52	COC(=O)c1ccc(NS(=O)(=O)c2ccc(OC)cc2)cc1	2	8%	-6	0%	10%	17%
53	CC(CCc1ccccc1)N1CCN(C)CC1 (stereo unspecified)	1	?	-5	33%	?	-29%
54	Cc1ccc2oc(-c3cccc(NC(=O)Cc4cccs4)c3)nc2c1	14	26%	-2	16%	2%	-28%
55	COc1ccc([C@@H]2[C@@H](C(=O)C(C)(C)C)N3N=Cc4ccccc4[C@@H]3C23C(=O)OC(C)(C)OC3=O)cc1OC	-4	2%	-10	-3%	-9%	36%[activator]
56	O=C(NCC(O)c1ccccc1)c1ccccc1 (stereo unspecified)	32*	262%[activator]	60*	233%[activator]	-2%	7%
57	CCCCNC(=O)Oc1ccc(C(=O)N2c3ccccc3NC(=O)C2C)cc1 (stereo unspecified)	3	5%	-5	8%	14%	7%
58	O=C(NCCN1CCCc2ccccc21)C1CCC(=O)N(CCc2ccccc2)C1 (stereo unspecified)	11	21%	-24	-2%	.	-1%
59	O=C1CCC(C(=O)N2CCCCO2)CN1Cc1ccc(Cl)cc1 (stereo unspecified)	12	-4%	37	50%[activator]	18%	.
60	O=c1c2cc(F)ccc2sn1-c1ccccc1	.	5.2µM*	.	4.1µM*	.	?

Next records
cpd	canonical_smiles	Cycloheximide cs	Pf growth 96h	Shiga toxin inh	Pf growth 48h	FBPA Giardia inh	HCV inhibitor
61	Cc1c(C#N)sc(C(N)=O)c1C	-2	15%[5.75 µM]	-9	15%	0%	-10%
62	C=CCN(CC=C)CC(=O)Nc1cccc(Oc2cnccn2)c1	-7	-22%	-4	-10%	2%	-11%
63	O=C(COc1ccc(Br)cc1)N1CCC(c2ccccc2)C1 (stereo unspecified)	23*	-1%	75	-2%	0%	-10%
64	C[n+]1ccc(C(=O)Nc2ccccc2Cl)cc1	-2	13µM*	-11	20%	-9%	3%
65	Cc1cc(N2CCNCC2)nc2ccccc12	-3	?	-7	-17%	-17%	-2%
66	NCC(=O)N[C@@H](CCCN=C(N)N)C(=O)NCC(=O)N[C@@H](CC(=O)O)C(=O)N[C@@H](CO)C(=O)N1CCC[C@H]1C(=O)O	-7	.	-7	.	1%	.
67	CSc1ccccc1OCc1cc(C(=O)NCC(C)(C)N2CCOCC2)no1	8	?	55	?	-1%	-20%
68	OC(CC#CCN1CCOCC1)(c1ccccc1)c1ccccc1	2	170%[activator]	1	-9%	-24%	9%
69	Cc1ccc(OCC(=O)Nc2ccccc2C(N)=O)cc1	35*	?	.	176%[activator]	-7%	-25%
70	N#Cc1ccc(Oc2ccc(NC(=O)C3CC=CCC3C(=O)O)cc2)cc1 (stereo unspecified)	0	?	-12	17%	9%	11%
71	CCC(C(=O)OC)n1cnc2c(nnn2-c2ccc(OC)cc2)c1=O (stereo unspecified)	8	3%	-1	2%	2%	27%
72	COc1nc(Nc2ccc(C(C)C)cc2)nc(OC)n1	41*	-10%	48*	1.2µM*	-4%	?
73	O=C(NCc1ccccc1)c1ccccc1OCC(=O)N1CCCCC1	1	.	-10	-23%	-1%	12%
74	CN1C(=O)CC(P(=O)(c2ccccc2)c2ccccc2)N(C)C1=O (stereo unspecified)	1	.	-10	10%	0%	11%

Copied from above, compounds 69–74
cpd	canonical_smiles	Cycloheximide cs	Pf growth 96h	Shiga toxin inh	Pf growth 48h	FBPA Giardia inh	HCV inhibitor
69	Cc1ccc(OCC(=O)Nc2ccccc2C(N)=O)cc1	35*	?	.	176%[activator]	-7%	-25%
70	N#Cc1ccc(Oc2ccc(NC(=O)C3CC=CCC3C(=O)O)cc2)cc1 (stereo unspecified)	0	?	-12	17%	9%	11%
71	CCC(C(=O)OC)n1cnc2c(nnn2-c2ccc(OC)cc2)c1=O (stereo unspecified)	8	3%	-1	2%	2%	27%
72	COc1nc(Nc2ccc(C(C)C)cc2)nc(OC)n1	41*	-10%	48*	1.2µM*	-4%	?
73	O=C(NCc1ccccc1)c1ccccc1OCC(=O)N1CCCCC1	1	.	-10	-23%	-1%	12%
74	CN1C(=O)CC(P(=O)(c2ccccc2)c2ccccc2)N(C)C1=O (stereo unspecified)	1	.	-10	10%	0%	11%
